TEAD-YAP block = TEAD-YAP interaction inhibition, primary screen, TEAD-YAP interaction inhibitor project, luminescence, HEK-TIYL cells; 1.4% of 640,000 active; inhibition, % at 9.12 µM; AID 1259422, 2018; TEAD-Gal4/YAP UAS-luciferase luminescence; in the data active = inhibition above about 32%;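 also: 0% = median of test compound wells and 100% = reference inhibitor wells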
GPR151 activ = activators of human GPR151, primary screen, cell-based, PathHunter beta-arrestin, luminescence; PathHunter beta-arrestin GPR151 cells; activation, % at 11.2 µM; 1% of 650,000 active; G-protein coupled receptor 151 (Homo sapiens), Q8TDV0; in the data active = activation above about 4.9%;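 also: 0% = median of compound wells and 100% = cells with positive control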
Target sequence (Q8TDV0 whole entry, looked up): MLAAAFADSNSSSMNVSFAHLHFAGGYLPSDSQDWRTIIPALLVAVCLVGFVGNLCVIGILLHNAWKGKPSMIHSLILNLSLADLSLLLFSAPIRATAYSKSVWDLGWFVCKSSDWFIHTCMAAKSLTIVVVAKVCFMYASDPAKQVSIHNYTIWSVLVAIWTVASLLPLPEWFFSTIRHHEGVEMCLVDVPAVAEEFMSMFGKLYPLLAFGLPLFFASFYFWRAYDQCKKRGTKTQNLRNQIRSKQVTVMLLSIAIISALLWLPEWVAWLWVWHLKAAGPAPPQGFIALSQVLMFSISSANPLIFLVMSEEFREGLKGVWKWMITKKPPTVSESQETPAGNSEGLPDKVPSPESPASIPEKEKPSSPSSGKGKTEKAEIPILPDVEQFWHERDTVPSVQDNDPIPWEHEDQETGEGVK
MITF primary = MITF inhibitors, primary screen, biochemical, AlphaScreen, human; AlphaScreen MITF homodimerization, bead proximity signal; inhibition, % at 2.6 µM; 0.91% of 650,000 active; AID 1259374, 2018; in the data active = inhibition above about 50%;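 also: 0% = vehicle wells with protein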
Target sequence (O75030 whole entry, looked up): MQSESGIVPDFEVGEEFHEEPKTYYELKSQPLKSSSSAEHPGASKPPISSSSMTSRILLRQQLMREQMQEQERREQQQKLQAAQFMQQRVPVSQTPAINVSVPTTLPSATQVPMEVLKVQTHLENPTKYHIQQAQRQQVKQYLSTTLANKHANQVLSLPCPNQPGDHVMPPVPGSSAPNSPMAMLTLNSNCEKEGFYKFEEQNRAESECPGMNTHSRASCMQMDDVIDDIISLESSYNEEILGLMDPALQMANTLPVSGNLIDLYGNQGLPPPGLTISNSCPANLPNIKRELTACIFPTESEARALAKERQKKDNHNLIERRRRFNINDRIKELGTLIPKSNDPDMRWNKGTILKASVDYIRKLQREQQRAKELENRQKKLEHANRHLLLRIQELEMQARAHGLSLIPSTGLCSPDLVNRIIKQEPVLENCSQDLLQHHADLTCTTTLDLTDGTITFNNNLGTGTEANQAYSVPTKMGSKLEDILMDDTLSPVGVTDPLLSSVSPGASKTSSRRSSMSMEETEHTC
FBW7 act = FBW7 E3 ligase activators, primary screen, biochemical, AlphaScreen, human | F-box/WD repeat-containing protein 7 (Homo sapiens), Q969H0 | AlphaScreen FBW7–phospho-cyclin E peptide binding, activator screen | normalized activity (activation), % at 26.1 µM | 0.13% of 650,000 active; in the data active = normalized activity above about 1.9%;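 also: purified mutant Fbw7 with reduced substrate affinity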
* hit, by the source's call; · = not tested or not shown; & = joins results of further samples.

SMILES | TEAD-YAP block | GPR151 activ | MITF primary | FBW7 act
CC1=C(C(=O)N2CCOCC2)C(c2ccc(Cl)cc2)C2=C(CCCC2=O)N1 (centres undefined) | -5 | -0.1 | 10 | -0.1
COCCNC(=O)C1CCN(Cc2cnn(-c3ccccc3)c2-n2cccc2)CC1 | -6 | 1.1 | -5 | 0.1
COc1ccc(NC(=O)NCCNc2nc(C)cc(N(C)C)n2)cc1Cl | 2 | 1.0 | 1 | -0.1
CC(C)Oc1ccccc1NC(=O)CSc1nc2sc3c(c2c(=O)n1C)CCCC3 | 6 | 0.4 | 0 | 0.0
COC(=O)c1c(NC(=O)Nc2ccccc2)sc2c1CCCC2 | -4 | -0.9 | -34 | 0.0
COc1ccc(CC(=O)N2CCN(c3ccc(Nc4ccc(C)cc4)nn3)CC2)cc1 | 13 | 0.0 | 14 | 0.0
COc1ccc(NC(=O)c2cc3nc(-c4ccccc4)cc(C)n3n2)cc1OC | 8 | -0.7 | -5 | -0.2
COc1ccc(C=Nc2c(C)n(C)n(-c3ccccc3)c2=O)cc1OC | -8 | -0.4 | 8 | 0.3
Cc1ccc(C(=O)N/N=C\c2ccc(Br)o2)o1 | -19 | 0.0 | 17 | 0.7
O=C(NC1CCCC1)c1ccc(CS(=O)(=O)Cc2ccc(F)cc2)o1 | -11 | -1.1 | 4 | 0.0
O=c1c2cnn(-c3ccccc3)c2nc(-c2ccccc2F)n1-c1ccc(F)cc1 | 0 | 1.8 | -7 | 0.0
O=C(COc1ccccc1)NC(=S)Nc1ccccc1O | -6 | 0.1 | -1 | -0.1
Cc1ccc(/C=N/NC(=O)C(=O)NC2CCCCC2)cc1 | 6 | 1.1 | 32 | 0.0
CC(C)(C)c1ccc(CN2C(=O)CSC2=O)cc1 | -2 | 0.5 | 9 | 0.3
COc1ccc(CN(CCC(c2ccccc2)C2CCOC(C)(C)C2)C(=O)c2ccco2)cc1OC (centres undefined) | 26 | -1.0 | 10 | -0.1
O=C(Nc1ccccc1N1CCOCC1)c1ccc([N+](=O)[O-])cc1Cl | 1 | -0.7 | -13 | -0.4
O=C(NCc1ccccc1Cl)c1ccc(N2CCN(c3ccccn3)CC2)c([N+](=O)[O-])c1 | 0 | 1.3 | 14 | 0.4
CCc1nc2nc(C)cc(Nc3ccc4c(c3)OCCO4)n2n1 | 17 | -1.0 | 2 | -0.1
COc1cc(CN2CCCC(C(=O)Nc3ccc4[nH]ncc4c3)C2)cc(OC)c1 (centres undefined) | 3 | 0.0 | 0 | -0.1
CC(C)N(CCNC(=O)c1cccc(-c2cccs2)n1)C(C)C | 12 | -1.3 | 31 | 0.2
OC(COCC1COc2ccccc2O1)CN1CCN(c2ccccc2F)CC1 (centres undefined) | -1 | -1.1 | 6 | 0.0
CC1=NN(c2ccc(Br)cc2)C(=O)/C1=C\c1ccc(-c2cc([N+](=O)[O-])ccc2Br)o1 | 8 | 0.3 | 18 | 1.0
N/C(=N\c1nc2ccccc2o1)NC(=O)c1ccccc1[N+](=O)[O-] | -67 | 1.9 | -3 | -0.4
CCOC(=O)C1=C(C)N(c2ccc(OC)cc2)C(=O)/C1=C\c1ccc(O)c(OCC)c1 | -11 | 0.5 | -10 | -0.3
O=C(Nc1ccc(Oc2cc3c(cc2[N+](=O)[O-])OCCO3)cc1)c1ccco1 | 2 | 1.4 | -8 | -0.1
O=C1Nc2ccccc2/C1=c1/sc2n(c1=O)CN(c1ccccc1)CN=2 | 10 | 2.4 | 10 | -0.1
Cc1cccc(C)c1-n1c(=S)sc2c(=O)n(-c3cccc(Cl)c3)c(SCC#N)nc21 | 1 | 7.1* | 10 | -0.1
Cc1ccc(-n2c(SCC(=O)NCCc3ccccc3)nc3c(sc(=S)n3-c3cc(C)ccc3F)c2=O)cc1 | 4 | 1.3 | 6 | 0.0
O=C(COC(=O)C1CCN(S(=O)(=O)c2ccc3ccccc3c2)CC1)c1ccccc1 | 5 | -0.5 | -2 | 0.0
CCOc1ccc(CC(=O)NCCn2c(C)cc3ccccc32)cc1 | 1 | 0.4 | 22 | -0.8
CCn1cc(CN[C@H]2C[C@H]3C(=O)N[C@@H]([C@@H](C)O)C(=O)N3C2)c(C)n1 | -6 | 1.3 | 2 | 0.0
O=C(O)/C=C/C(=O)Nc1ccc(-c2nc3ccc(NC(=O)/C=C/C(=O)O)cc3[nH]2)cc1 | -3 | -0.5 | -5 | -0.1
C[C@@H](O)CCC[C@H](O)/C=C/[C@@H]1[C@@H](CCCCCCC(=O)O)[C@@H](O)C[C@H]1O | · | -1.7 | -5 | ·
CC(C)NC(=O)CC(=O)N/N=C/c1cccs1 | -7 | -1.0 | 2 | 1.6
CCOC(=O)CC(=O)CSc1nn2c(=O)c(C)nnc2s1 | 0 | 0.6 | 53* | -0.2
Cc1ccc(/C(O)=C2\C(=O)C(=O)N(c3nncs3)C2c2ccc(F)cc2)cc1 (centres undefined) | 8 | -0.6 | 23 | 0.6
COC(=O)Cc1c(C)c2ccc(OCC(=O)OC(C)(C)C)cc2oc1=O | 3 | 0.9 | -2 | -0.1
CC(C)CC(=O)N/C(N)=N/c1nc2ccccc2o1 | -52 | 1.6 | 11 | 1.3
CCN(C(=O)CN1C(=O)c2ccccc2S1(=O)=O)c1cccc2ccccc12 | 19 | 1.1 | -2 | -0.1
Cc1nccn1CC(=O)N1c2ccccc2Sc2ccccc21 | -6 | 0.3 | 17 | 0.6
O=C(N/N=C/c1coc2ccccc2c1=O)c1cc(O)cc(O)c1 | 9 | 2.1 | 5 | 0.2
c1cnc(SCCOc2cccc3ccccc23)nc1 | -78 | -1.2 | -7 | 0.4
CC(C)OCCCNS(=O)(=O)c1cc(Cl)ccc1Cl | -2 | 0.6 | -6 | -0.2
Cc1cc(I)ccc1NC(=O)/C=C/c1ccc(Cl)cc1 | -10 | -0.8 | 4 | 0.0
COCCCNC(=O)/C(C#N)=C/c1cc(C)n(-c2ccc(F)cc2)c1C | -46 | -0.1 | 5 | -0.1
COc1ccccc1CCNC(=O)Nc1ccc(F)cc1F | 3 | -0.6 | 4 | 0.3
CCOC(=O)Cc1csc(NC(=O)OCC)n1 | -24 | -0.6 | 11 | 0.4
Cc1ccc(-n2nc(C)c3c2OC(N)=C(C#N)C3c2cccc(Cl)c2)cc1 (centres undefined) | 16 | 0.0 | 2 | -0.3
COc1cc(/C=C2/N=C(c3ccc(C)c([N+](=O)[O-])c3)OC2=O)cc(OC)c1OC | 0 | -0.6 | 6 | 0.2
CCOc1ccc(-n2c(SCC(=O)Nc3nccs3)nc3c(sc(=S)n3-c3ccc(C)c(C)c3)c2=O)cc1 | -8 | -0.3 | 5 | 0.6
Cn1nccc1Nc1ccc(-n2cc(CC(=O)NC3CCN(Cc4ccccc4)CC3)c3ccccc32)nn1 | 0 | 1.5 | 4 | -0.1
CC1(C(=O)NCc2ccco2)CC2c3ccccc3C1c1ccccc12 (centres undefined) | 5 | -0.7 | -3 | -0.2
CN1C2=C(C(=O)CCC2)C(c2ccccc2OCc2cccc(F)c2)C2=C1CCCC2=O | 3 | -0.5 | -16 | 0.3
O=C(c1cccc(Oc2c(Cl)cccc2[N+](=O)[O-])c1)N1CCCCC1 | 14 | -1.2 | -10 | -0.1
CCCc1nnc(SCC(=O)NC2CCCCC2)n1-n1cccc1 | 9 | 2.3 | 36 | 0.6
C=CCOC(=O)C1CC=CCC1C(=O)Oc1ccccc1F (centres undefined) | 7 | 0.3 | -14 | 0.1
O=C1CC(=O)N(c2cccc(Cl)c2)N1 | 1 | 0.4 | 0 | 0.9
CC1=NNC(=O)C1CC(=O)N/N=C/c1ccccc1Br (centres undefined) | -1 | -1.1 | -21 | -0.2
CC(C)(C)NC(=O)c1ccc2nccnc2c1 | -1 | -0.1 | -8 | 0.0
COc1ccc(OCCn2cc(/C=C3/C(=N)N4N=C(CC(C)C)SC4=NC3=O)c3ccccc32)cc1 | -5 | 1.2 | 9 | 0.1

Continuation:
SMILES | TEAD-YAP block | GPR151 activ | MITF primary | FBW7 act
COc1cc(=O)n2c(c1C(=O)N1CCc3ccccc3C1)CCN(C(=O)C1CCC1)CC2 | -6 | 0.6 | -11 | 0.0
O=C(c1ccc(C(F)(F)F)cc1)N1CCN2C(=O)[C@@H]3C[C@@H](O)CN3C(=O)[C@H]2C1 | -1 | 2.8 | 3 | -0.1
Cc1ccc2c(CN3C(=O)NC4(CC(C)CC(C)(C)C4)C3=O)cc(=O)oc2c1 (centres undefined) | 12 | 0.9 | -5 | -0.1
CCN1CCN(C(=O)c2cc(CC(C)C)[nH]n2)CCC1=O | -1 | 1.8 | -4 | 0.1
C=CCn1c(C2CC(=O)N(CCOC)C2)nc2ccccc21 (centres undefined) | -3 | -0.4 | -8 | 0.0
OCCN1CCN(c2cc(-c3cncc(-c4ccccc4)c3)nc(-c3ccccc3)n2)CC1 | 9 | -0.2 | -8 | -0.2
O=C(Nc1nnc(C2CCCCC2)s1)c1ccc(Cl)cc1Cl | 8 | -0.9 | 7 | 0.0
Cc1onc(-c2ccccc2)c1-c1ccc(S(N)(=O)=O)cc1 | 10&4 | 0.9&-0.1 | -3&19 | 0.0&-0.1
CCOC(=O)C(=O)N/N=C/c1cccc(I)c1 | 12 | -0.6 | 9 | 0.1
COC(=O)Cn1c(=NC(=O)C(C)(C)C)sc2cc(OC)ccc21 | 8 | -1.2 | 14 | -0.1
COCCn1c(NCCC(c2ccccc2)c2ccccc2)nc2c1c(=O)[nH]c(=O)n2C | -1 | -0.1 | 4 | -0.1
CCCCOc1ccc(C(=O)NCCNc2cc(-n3ccnc3C)ncn2)cc1 | 14 | 0.6 | -12 | -0.2
CN1C(=O)N(C)C2(CCN(S(=O)(=O)c3ccccc3F)CC2)C1=O | -1 | -0.4 | 7 | 0.1
O=c1c2cnn(-c3ccccc3)c2nnn1Cc1ccc(F)cc1 | -5 | 1.1 | 16 | 0.0
CCOc1cc(C(=O)Nc2cc(-c3nc4ccccc4s3)ccc2C)cc(OCC)c1OCC | 7 | -0.9 | 9 | 0.3
CC(=O)N1N=C(c2ccc(Br)cc2)CC1c1ccc(N(C)C)cc1 (centres undefined) | -32 | 3.3 | 11 | -0.2
COc1ccc(OC)c(NC(=O)c2sc3ncnc(N4CCN(c5ccccn5)CC4)c3c2C)c1 | -6 | 0.4 | -16 | 0.0
COc1ccc(C(=O)NC(=S)N2CCN(C)CC2)cc1Br | 3 | -1.7 | 11 | 0.1
COC(=O)c1c(OCc2cccnc2)cc(=O)n2c1CCN(Cc1ccc(C)s1)CC2 | 1 | 1.8 | -5 | -0.1
C=C(Br)Cn1c(C)nc2ccccc21 | -9 | 0.6 | -4 | -0.1
CN1C(=O)CC(C(=O)O)SC1=Nc1ccc(Br)cc1 (centres undefined) | -2 | -0.5 | -5 | -0.1
O=C(O)CCn1c(CO)nc2ccccc21 | 2 | -0.6 | 15 | 0.0
COCC(C)n1c(C)cc(C(=O)CN2C(=O)NC(Cc3c[nH]c4ccccc34)C2=O)c1C (centres undefined) | 3 | -1.1 | 9 | 0.3
Cc1ccc(C)c(NC(=O)CN(C)C(=O)CSc2nnc(-c3ccc(Cl)cc3)o2)c1 | -13 | -0.5 | 0 | -0.2
COc1ccc(OCCN2C(=O)c3cccc(N)c3C2=O)cc1 | -25 | -1.8 | -1 | 0.1
O=C(Cn1cnc([N+](=O)[O-])c1)N1CCOCC1 | -2 | 0.2 | 4 | 0.0
C[C@@H](O)[C@@H]1NC(=O)[C@H]2CN(C(=O)Oc3ccccc3)CCN2C1=O | -7 | -0.1 | 3 | 0.1
Cc1cccc(-c2nc(C#N)c(NCCCN3CCOCC3)o2)c1 | -35 | 2.7 | 16 | 0.2
C=CCN=c1scc(-c2ccc(O)c(C(N)=O)c2)n1/N=C/c1ccc(OC)cc1 | -4 | 0.7 | 8 | 0.2
OCCn1c(-c2ccc(I)cc2)csc1=Nc1cccc(Cl)c1 | -7 | 3.3 | 17 | 0.3

High-throughput results: PubChem, The Scripps Research Institute Molecular Screening Center
